Screening results (PubChem BioAssay)
CXCR6 inh: CXCR6 (human) receptor inhibition; O00574; CHO-K1 PathHunter CXCR6 beta-arrestin, luminescence; inhibition, % at 20 µM; 0.36% of 360,000 active; in the data active means inhibition above about 34%, passing the limit was not always enough;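 further: antagonist mode with CXCL16 agonist at 10 nM final; 0% = 10 nM CXCL16 with DMSO and 100% = unstimulated wells without agonist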
Target sequence (O00574 whole entry, looked up): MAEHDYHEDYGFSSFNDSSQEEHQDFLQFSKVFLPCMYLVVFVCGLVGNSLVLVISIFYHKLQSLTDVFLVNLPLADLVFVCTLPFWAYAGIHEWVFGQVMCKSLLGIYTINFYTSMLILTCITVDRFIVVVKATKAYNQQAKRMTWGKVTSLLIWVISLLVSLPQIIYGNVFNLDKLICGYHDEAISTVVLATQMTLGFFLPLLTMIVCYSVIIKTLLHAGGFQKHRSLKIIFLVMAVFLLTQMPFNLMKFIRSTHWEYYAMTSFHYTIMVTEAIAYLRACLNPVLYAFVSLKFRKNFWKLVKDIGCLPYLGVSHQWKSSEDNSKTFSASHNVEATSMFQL
APJ antag: APJ receptor antagonism. CHO-K1 APJ beta-arrestin complementation, luminescence. inhibition, % at 20 µM. 0.32% of 330,000 active;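 active means inhibition above about 40% at 20 µM, limit read from the data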;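 further: cells challenged with 10 nM apelin-13 agonist together with compound; plate controls were apelin-13 plus DMSO wells for no effect and DMSO wells lacking apelin-13 for full effect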
Target sequence (P35414 whole entry, looked up): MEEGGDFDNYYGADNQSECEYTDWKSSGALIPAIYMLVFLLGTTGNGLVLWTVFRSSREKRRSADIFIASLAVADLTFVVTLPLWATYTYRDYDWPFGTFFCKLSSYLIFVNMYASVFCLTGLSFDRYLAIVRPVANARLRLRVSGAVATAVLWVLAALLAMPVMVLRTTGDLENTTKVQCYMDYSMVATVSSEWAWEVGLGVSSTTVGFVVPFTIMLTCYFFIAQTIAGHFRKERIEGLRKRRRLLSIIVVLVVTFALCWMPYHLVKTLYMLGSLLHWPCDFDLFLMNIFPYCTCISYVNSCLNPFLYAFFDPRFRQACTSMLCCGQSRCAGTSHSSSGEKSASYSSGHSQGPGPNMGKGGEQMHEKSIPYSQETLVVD
APJ agonist: APJ receptor agonism; P35414; CHO-K1 APJ PathHunter beta-arrestin, luminescence; 0% DMSO wells, 100% apelin; activation, % at 20 µM; 0.11% of 330,000 active; AID 2520;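 active means activation more than six SD over the plate average, tested at 20 µM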;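 further: 0% = DMSO alone and 100% = apelin-13 at 10 nM; some results filed as inactive read as strong as hits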
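Assay system: engineered CHO-K1 APJ arrestin reporter cells; Amount: 1000 CHO-K1 reporter cells seeded per well; Dosing: one dose, 20 µM compound, 1% DMSO; Times: compound stimulation 90 min at 25 °C, detection 60 min; Measured by: luminescent beta-gal fragment complementation, chemiluminescent substrate; Read-out: APJ–arrestin association signal; Controls: DMSO vs Apelin-13 10 nM.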
XBP1 UPR activ: adaptive UPR (XBP1) activation | CHO-XBP1 luciferase reporter, IRE1-XBP1 UPR activation, luminescence; percent of tunicamycin response, DMSO as zero | activation, % at 20 µM | AID 463104 | 0.33% of 330,000 active;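 active means versus positive control, 20 µM dose yields 30% or more activation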;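 further: 100% = tunicamycin at 10 µg/mL and 0% = DMSO only wells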
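incubation = overnight seeding at 37 °C, 6 h compound treatment at 37 °C | assay system = CHO-XBP1 cells stably carrying IRE1-XBP1-driven luciferase reporter | input = 1000 cells per well | detection = luciferase luminescence | dosing = single point, 20 µM final compound, 1% DMSO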
TIM10 inh: TIM10 yeast growth inhibition; inhibition, % at 10 µM; AID 463195; S. cerevisiae TIM10 strain growth, BacTiter-Glo luminescence, 24 h; 1.4% of 330,000 active;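 active means inhibition of 40% or more at the single tested concentration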;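 further: wild-type TIM10 isogenic control strain grown at permissive 25 °C; 0% = DMSO yeast wells and 100% = minimal medium wells without yeast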
tim10-1 inh: inhibits growth of tim10-1 mutant yeast; inhibition, % at 20 µM; 2.2% of 330,000 active; S. cerevisiae tim10-1 ts strain growth, BacTiter-Glo, 24 h;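 active means inhibition of at least 40%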;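 further: mutant grown at 25 °C; 0% = DMSO wells with yeast and 100% = wells holding no yeast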
CHOP UPR activ: activators of apoptotic arm of unfolded protein response (CHOP). CHO-CHOP luciferase reporter, UPR activation, luminescence; percent of tunicamycin response over DMSO baseline. activation, % at 10 µM. 0.34% of 330,000 active;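 active means at 10 µM dose, activation of 40% or more, normalized to positive control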;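 further: 100% = tunicamycin at 10 µg/mL and 0% = DMSO alone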
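measured by = luciferase luminescence | assay system = CHO-CHOP cells, stable luciferase reporter of PERK-eIF2a-CHOP signalling | amount = 500 reporter cells seeded per well | timing = 6 h compound exposure at 37 °C after overnight seeding | controls = positive tunicamycin 10 µg/mL, negative DMSO alone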
Mdm2-MdmX inh: human Mdm2/MdmX binding inhibition; AID 485346; 3% of 330,000 active; SaOS-2 split-luciferase Mdm2/MdmX complementation, luminescence; O15151+Q00987; inhibition, % at 8 µM;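 active means inhibition of at least 50% at 8 µM in the primary screen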
tim23-1 inh: tim23-1 yeast growth inhibition | S. cerevisiae tim23-1 growth, BacTiter-Glo luminescence, 24 h | inhibition, % at 20 µM | 1.3% of 330,000 active | AID 463212;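 active means growth inhibition of the mutant yeast at or above 50%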;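 further: temperature-sensitive mutant grown at 25 °C; plate controls were DMSO-treated mutant yeast for no effect and medium wells lacking yeast for full effect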
The depositor's hits bear a star; . = no result given. Some of the compounds tested. The share of hits here may be higher or lower than overall.

#	Molecule	CXCR6 inh	APJ antag	APJ agonist	XBP1 UPR activ	TIM10 inh	tim10-1 inh	CHOP UPR activ	Mdm2-MdmX inh	tim23-1 inh
1	Cc1cc(NC(=O)CSc2nnc(C3CC3)n2N)c([N+](=O)[O-])cc1C	6.8	-9.8	-1.9	-0.3	-5.0	2.6	-1.2	1.7	-0.3
2	O=C(NCC1CCCO1)C1CCN(S(=O)(=O)c2cccc3cccnc23)CC1 (configuration not stated)	-5.1	-4.2	5.5	-1.4	8.6	-18.9	1.1	22.4	-16.8
3	CCOCCCNS(=O)(=O)c1ccc(NC(=O)c2ccc([N+](=O)[O-])cc2Cl)cc1	-16.8	-43.7	0.5	-1.5	10.0	-0.9	0.4	19.9	12.5
4	COc1ccc(C2Nc3ccccc3NC3=C2C(=O)CC(C)(C)C3)cc1O (configuration not stated)	5.7	6.1	-1.1	-4.5	-10.1	18.1	.	25.9	12.8
5	Cc1nn(C)c(C)c1S(=O)(=O)N1CCCC(C(=O)NCC2COc3ccccc3O2)C1 (configuration not stated)	0.3	9.5	-4.3	-2.1	6.4	8.9	-2.1	3.0	7.9
6	O=C(O)c1ccc2[nH]c3c(c2c1)CSCC3	-0.2	14.5	-5.8	-0.7	9.4	16.2	-0.7	6.3	-10.7
7	CCOC(=O)c1c(C)[nH]c(C(=O)CN(C)CC(=O)Nc2ccccc2C(F)(F)F)c1C	2.8	9.1	-3.6	-2.1	-17.7	-11.2	-1.3	1.1	16.4
8	Cc1c(OC(C)C(=O)NCCCN2CCOCC2)ccc2c3c(c(=O)oc12)CCCC3 (configuration not stated)	-4.9	6.8	3.1	-2.5	6.7	-0.1	1.0	-19.0	8.8
9	CCOC(=O)N1CCN(C(=O)C(NC(=O)c2ccc(CC)cc2)C(C)C)CC1 (configuration not stated)	-7.4	0.1	1.2	-3.0	6.2	23.2	-0.6	0.4	26.7
10	CCN(CC)S(=O)(=O)c1cccc(C(=O)NCc2ccccc2)c1	1.6	-1.4	-1.7	-5.0	-7.2	12.2	0.3	-13.1	10.9
11	CN1CCN(C(=O)C2=C[C@@H](C(C)(C)C)C[C@@H](OCc3ccc(CO)cc3)O2)CC1	3.6	38.6	-2.9	-0.9	-9.5	-13.0	1.6	12.9	-22.0
12	O=C(O)c1ccc(OCc2cn3ccccc3n2)cc1	-1.0	-18.6	-5.3	-0.6	-0.3	-7.9	0.6	20.7	-1.8
13	CCCC(=O)Nc1nc2ccc(S(=O)(=O)N3CCCCC3)cc2s1	-4.2	3.8	-3.7	1.4	6.1	4.0	2.1	42.6	10.1
14	CN(C)CCNC(=O)c1scc2c1CCCC2	2.6	-2.2	-5.0	-0.6	-6.3	-25.6	11.1	-9.3	6.2
15	N=c1n(Cc2ccc(Cl)cc2)c2ccccc2n1CC(O)COc1ccccc1 (configuration not stated)	-20.6	-6.1	14.5*	7.7	4.7	15.6	1.0	88.5*	23.3
16	CN(Cc1ccccc1)c1ccc([N+](=O)[O-])cc1C(=O)O	11.5	3.0	-2.1	-4.8	-4.7	-6.0	-1.3	18.3	39.4
17	CCOc1ccc(N(CC(=O)N/N=C/c2ccccn2)S(=O)(=O)c2ccc(Cl)cc2)cc1	40.3*	-9.2	-9.7	-4.4	4.4	26.1	1.3	-1.4	22.9
18	Cc1ccc(NC(=O)CSC(C)C(=O)NCCc2ccccn2)cc1 (configuration not stated)	-3.8	0.3	-3.6	4.5	3.8	0.4	-0.4	-0.9	4.6
19	O=C(CN1CCCCC1)N1c2ccccc2Oc2ccccc21	9.2	-15.9	-0.9	-3.6	0.3	1.4	-3.8	19.4	-4.2
20	COc1ccc(C(=O)OCc2ccc(C)cc2)cc1S(=O)(=O)N1CCOCC1	2.6	-16.8	-1.9	-1.2	14.3	19.7	-0.1	9.2	36.4
21	Cc1cc(C(=O)NC2CCCc3c2cnn3-c2ccccc2F)nc(C)n1 (configuration not stated)	-11.9	5.3	-4.9	-6.7	11.4	14.2	0.9	15.2	15.8
22	COC(=O)c1cc(Cl)nc2ccccc12	1.7	15.2	-2.5	-0.3	11.8	9.1	-0.8	4.4	-1.2
23	Cc1nc2c(-c3ccccc3)c(C)nn2c(SCC(N)=O)c1Cc1ccccc1	20.6	1.5	0.0	-3.8	-4.1	-18.4	-1.1	14.8	-20.9
24	CCOP(=O)(c1ccc(N(C)C)cc1)C(O)c1c(Cl)cccc1Cl (configuration not stated)	6.2	10.6	-0.9	-1.4	18.7	20.4	2.4	9.5	14.2
25	Cc1ccc2c(c1)-c1c(cnn1CC(=O)N1CCCN(Cc3ccccc3F)C1)CO2	-14.9	-18.3	12.5	-1.8	9.0	21.6	0.7	-23.2	34.0
26	CCOc1ccc(CN2CCC(C(=O)Nc3cccc(-c4ccn[nH]4)c3)CC2)cc1Cl	-2.3	-1.4	3.3	-4.9	-5.9	11.1	4.5	60.5*	3.6
27	Cc1cc(C)cc(OCCNC(=O)c2ccc(Br)cc2)c1	3.5	11.3	-4.7	-5.8	2.6	-27.3	0.0	-7.2	26.9
28	C/C(=C\C=C\c1ccccc1)C(=O)c1c(C)cc(C)[nH]c1=O	5.2	-13.4	-2.2	1.6	-1.8	22.6	2.3	2.8	22.4
29	CC(=O)c1cnc2c(C(=O)O)cnn2c1C	0.6	4.8	1.1	-1.3	-7.1	-7.4	-2.3	2.9	-10.0
30	CCn1c(Cc2ccccc2)nnc1SCC(=O)Nc1ccc2c(c1)OCCO2	5.7	5.5	-2.7	-2.5	-7.8	18.6	1.5	19.3	16.8
31	Cc1nc2c(-c3ccc(F)cc3)c(C)nn2c(C)c1CCC(=O)N1CCN(c2ccccn2)CC1	2.7	3.9	-3.3	1.1	-6.1	16.3	-1.6	22.1	11.9
32	CN1CCN(CC(=O)Nc2cc(S(=O)(=O)N3CCOCC3)ccc2Cl)CC1	0.3	-5.1	11.7	-0.6	-9.2	-3.3	0.8	17.9	-6.4
33	O=C(Nc1ccn(-c2ccccc2)n1)c1ccc(S(=O)(=O)N2CCCCCC2)cc1	-3.0	6.4	-0.8	-2.2	1.5	11.0	-1.5	31.8	29.7
34	Cc1nc(N2CCN(c3ccccc3F)CC2)[nH]c(=O)c1C	-2.3	-6.1	-2.7	-1.2	6.6	-13.6	0.3	24.7	6.8
35	CCn1cc(C2=NCCO2)c2ccccc21	-1.0	-4.6	-2.5	-1.6	-5.8	-12.0	0.8	-6.0	11.8
36	COc1ccc(C(C(=O)Nc2ccc(C(C)C)cc2)N(C)C(=O)CNC(C)=O)cc1 (configuration not stated)	3.1	8.1	0.0	1.4	1.1	17.2	1.6	5.9	7.6
37	CC(C)(C)N1CC2([N+](=O)[O-])CN(C(C)(C)C)CC([N+](=O)[O-])(C1)C2	-8.9	22.8	0.2	-3.9	-4.3	0.6	2.1	28.7	2.7
38	CCCC[C@@H]1CN=C(N)N1CCc1cc(C(F)(F)F)cc(C(F)(F)F)c1	-2.9	17.0	-3.5	1.6	13.0	-3.7	-0.5	68.1*	8.5
39	COc1ccc(C=O)cc1OC(=O)N1CCOCC1	7.3	15.0	-2.9	1.5	9.5	-11.4	0.6	8.5	19.4
40	CCN(CC)S(=O)(=O)c1ccc(N2CCOCC2)c(NS(=O)(=O)c2cc(C(C)(C)C)ccc2C)c1	4.0	2.4	-1.3	2.0	21.9	27.6	-1.7	20.6	25.1
41	Cc1cc(-c2cc(C(=O)NC3CCCC3)on2)nc(NCC2CC2)n1	-3.0	14.9	6.9	0.8	-1.5	-15.7	-1.1	4.0	9.6
42	NC(=O)CCN1CCN(Cc2cn[nH]c2-c2cccc3ccccc23)CC1	6.7	4.5	-1.6	-2.1	-20.0	-6.1	-1.0	-5.3	6.0
43	O=C(COC(=O)CC1CCCC1)Nc1cc2c(cc1Cl)C(=O)c1ccccc1C2=O	-11.2	-36.0	8.0	-1.9	-19.0	-4.4	2.3	-49.2	-12.0
44	O=C(CN1C(=O)S/C(=C\c2ccccc2Cl)C1=O)NC1C=CS(=O)(=O)C1 (configuration not stated)	-18.3	-13.6	4.5	-5.3	9.7	8.5	0.8	29.7	10.0
45	Cc1ccc2[nH]c3c(=O)n(CCN4CCNCC4)cnc3c2c1	7.4	8.0	-1.3	2.3	2.6	21.8	2.1	-12.3	7.6

In the list so far, these have a CF3 group.
#	Molecule	CXCR6 inh	APJ antag	APJ agonist	XBP1 UPR activ	TIM10 inh	tim10-1 inh	CHOP UPR activ	Mdm2-MdmX inh	tim23-1 inh
7	CCOC(=O)c1c(C)[nH]c(C(=O)CN(C)CC(=O)Nc2ccccc2C(F)(F)F)c1C	2.8	9.1	-3.6	-2.1	-17.7	-11.2	-1.3	1.1	16.4
38	CCCC[C@@H]1CN=C(N)N1CCc1cc(C(F)(F)F)cc(C(F)(F)F)c1	-2.9	17.0	-3.5	1.6	13.0	-3.7	-0.5	68.1*	8.5

New compounds follow.
#	Molecule	CXCR6 inh	APJ antag	APJ agonist	XBP1 UPR activ	TIM10 inh	tim10-1 inh	CHOP UPR activ	Mdm2-MdmX inh	tim23-1 inh
46	CN1CCN(C(=O)CCN2C(=O)/C(=C\c3ccc(Cl)cc3Cl)SC2=S)CC1	3.2	14.1	3.1	-6.1	27.4	17.4	4.3	41.4	28.7
47	O=C(OCC(=O)N1CCc2ccccc21)c1ccc(Br)o1	-0.2	3.1	-2.1	7.8	1.1	4.8	0.6	18.3	6.6
48	Cc1ccc(NC(=O)CN2CCN(CCN=CC3=C(O)CC(C)(C)CC3=O)CC2)cc1	1.4	2.2	-1.7	0.9	-5.8	-21.2	1.0	14.1	-16.4
49	CC(=O)Nc1cccc(NC(=O)CSc2nnc(Cc3cccn3C)n2-c2ccc(F)cc2)c1	-0.2	-2.3	-5.0	-1.4	5.2	8.1	0.4	5.1	-2.6
50	CCC(C)(C)NC(=O)C(c1ccc(OC)cc1)N(CCOC)C(=O)CCC(=O)Nc1nccs1 (configuration not stated)	5.3	-1.9	-0.9	2.9	-1.2	6.2	1.7	9.0	8.4
51	CSCCC(NC(=O)c1ccccc1)C(=O)N1CCN(Cc2ccc(Cl)cc2)CC1 (configuration not stated)	0.9	12.7	5.7	-0.4	-3.4	5.7	0.8	7.4	14.2
52	O=C(NNC(=S)Nc1ccc(Cl)cc1)c1cccs1	12.8	19.2	-6.3	-0.3	30.2	14.2	5.1	-40.8	18.1
53	O=C(COc1ccccc1Cl)NCc1ccncc1	9.5	-6.0	5.6	0.0	0.5	11.0	1.1	1.7	8.8
54	Cc1cc(=O)[nH]c(SCCOc2cccc(C(F)(F)F)c2)n1	-1.2	21.8	-4.0	0.3	12.6	18.9	0.1	26.0	8.3
55	Cc1ccc(NS(=O)(=O)c2ccc(-n3cccn3)cc2)cc1F	3.2	3.9	-1.3	-3.9	11.1	1.5	0.6	32.0	2.8
56	O=C(CCN1C(=O)/C(=C/c2ccccc2Cl)SC1=S)N1CCCC1	0.6	-12.6	-2.5	-6.7	10.0	25.1	19.9	62.0*	20.4
57	COc1ccc(C(=O)NC2CC2)cc1OC1CCN(Cc2ccc(F)c(F)c2)CC1	-0.1	4.1	2.1	-5.6	-5.4	17.9	-0.2	20.9	8.4
